# High-throughput results as filed in PubChem.
# GAA glycogen mod: GAA glycogen-cleavage inhibition or activation; P10253; recombinant GAA, glycogen substrate, Amplex Red glucose oxidase fluorescence; 300,000 tested, 0.38% active; AID 2100; Potency, µM (highest dose often 76.4 µM), without a hit: at the highest dose activity change, negative = inhibition, actives largely listed as inhibitors; active means well fitted inhibition curve with a large enough effect; inconclusive means small, poorly fitted or top-dose-only effect, or another doubt; inactive means no such curve, though single readings can be large or run the other way;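 further: 0% = full enzyme reaction and -100% = no-enzyme basal signal; the screen sought inhibitors and activators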
#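 Recombinant human enzyme (4 nM); glycogen substrate; 37 C, 40 min, pH 5.0. Readout: coupled glucose oxidase/Amplex Red fluorescence.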
# Starred values were filed as active, the others as inactive; ? = inconclusive; & = joins results of further samples; [ ] = dose if it differs, or a comment. Potency means the concentration at half of the fitted maximal effect.
SMILES,GAA glycogen mod
Cc1nc2ncccn2c1-c1csc(Nc2cccc(C(=O)O)c2)n1,?
COc1ccc(OC)c(CCNC(=O)CCc2cn(Cc3cc(C)ccc3C)c3ccccc23)c1,5%[76.3 µM]
CCOc1ccc(N2C(=O)CC(N3CCN(c4ccccc4OC)CC3)C2=O)cc1 (stereo not given),-17%[76.3 µM]
COc1ccc(CCNC(=O)COc2cc(O)c3c(c2)OC(C)(C)CC3=O)cc1OC,-12%[76.3 µM]
CCOC(=O)CC(NC(=O)Cc1cccs1)c1ccccc1Cl (stereo not given),2%
COc1ccccc1C(=O)NCCNC(=O)c1ccc(C)nc1,9%[76.3 µM]
COc1ccc(S(=O)(=O)N(C)c2ccc(C(=O)NCc3ccccn3)cc2)cc1OC,-7%[76.3 µM]
CCN(Cc1ccncc1)C(=O)c1cc(COc2ccc(F)cc2F)on1,-7%[76.3 µM]
CCOc1ccccc1NC(=O)Nc1ccc2c(c1)CCC2,-15%[76.3 µM]
CCOc1ccccc1N(C)C(=O)Cn1nc(Cc2cccnc2)c2ccccc2c1=O,10%[76.3 µM]

# Filtered by structure: those above with sulfur
SMILES,GAA glycogen mod
Cc1nc2ncccn2c1-c1csc(Nc2cccc(C(=O)O)c2)n1,?
CCOC(=O)CC(NC(=O)Cc1cccs1)c1ccccc1Cl (stereo not given),2%
COc1ccc(S(=O)(=O)N(C)c2ccc(C(=O)NCc3ccccn3)cc2)cc1OC,-7%[76.3 µM]

# (listing goes on)
SMILES,GAA glycogen mod
O=C1c2[nH]nc(-c3ccccc3O)c2C(c2ccc(Cl)cc2)N1CCc1ccccc1 (stereo not given),10%[76.3 µM]
Cc1ccc(C)c(NS(=O)(=O)c2cc(C(=O)NCc3ccncc3)ccc2C)c1,2%[76.3 µM]
O=C1c2ccc(Oc3ccc([N+](=O)[O-])cc3)cc2C(=O)N1CCO,2%
Cc1cc(C)cc(NC(=O)C2CCN(c3cc(C)nc4c(-c5ccc(Cl)cc5)c(C)nn34)CC2)c1,9%[76.3 µM]
COc1cc(C(=O)NCCN2CCN(C(=O)c3cc(OC)c(OC)c(OC)c3)CC2)cc(OC)c1OC,-5%[76.3 µM]
CCn1cc(C(=O)NCCc2ccc(OC)c(OC)c2)c(=O)c2cc(S(=O)(=O)N3CCCCCC3)ccc21,-16%[76.3 µM]
Fc1ccccc1-c1nnc2ccc3ccccc3n12,-7%[76.3 µM]
Cc1ccc(NC(=O)Cn2c(=O)n(Cc3ccc(F)cc3)c(=O)c3cccnc32)cc1C,15%[76.3 µM]
O=S(=O)(c1ccccc1)n1nc(-c2ccc(Cl)cc2)nc1NCc1ccccc1,-7%[76.3 µM]
O=C1c2ccccc2C(=O)N1OS(=O)(=O)c1ccc(F)cc1,0%[76.3 µM]

# The last 4 entries of the section above are carried over, then new ones follow:
SMILES,GAA glycogen mod
Fc1ccccc1-c1nnc2ccc3ccccc3n12,-7%[76.3 µM]
Cc1ccc(NC(=O)Cn2c(=O)n(Cc3ccc(F)cc3)c(=O)c3cccnc32)cc1C,15%[76.3 µM]
O=S(=O)(c1ccccc1)n1nc(-c2ccc(Cl)cc2)nc1NCc1ccccc1,-7%[76.3 µM]
O=C1c2ccccc2C(=O)N1OS(=O)(=O)c1ccc(F)cc1,0%[76.3 µM]
CCn1cc(C(=O)NCCc2ccc(C)cc2)c(=O)c2cc(S(=O)(=O)N(C)C)ccc21,-11%
CCOc1ccccc1Nc1nc(-c2cccnc2)cs1,-10%[15.3 µM]
Cn1c(N)c(C(=O)Nc2cccc(Cl)c2)c(=O)n(C)c1=O,-8%
CCCn1c(NCc2ccc(N(CC)CC)cc2)nc2ccccc21,-3%[76.3 µM]
CC1=C(C(=O)Nc2cc(C(=O)N3CCN(c4cccc(C)c4C)CC3)ccc2C)SCCO1,-21%[76.3 µM]
C/C(=N\NC(=O)c1ccco1)c1ccc(C(=O)O)s1,-2%[76.3 µM]
O=C(Nc1sc2c(c1C(=O)O)CCC2)c1ccccc1F,-3%[76.3 µM]
CCOc1ccc(-c2noc(CCC(=O)NCCc3ccccc3)n2)cc1OC,-2%[76.3 µM]
COC(=O)c1cc(OC)c(OC)cc1NC(=O)c1csc(C)c1,-2%[76.3 µM]
COc1ccc(OC)c(NC(=O)Cn2cc(S(=O)(=O)c3ccccc3)c(=O)c3cc(C)ccc32)c1,11%[76.3 µM]
CC1CCCCN1C(=O)CSc1nnc2c(n1)[nH]c1ccc(F)cc12 (stereo not given),7%
Cc1nn(-c2nc(-c3ccc(F)cc3)cc(C(F)(F)F)n2)c(C)c1Br,7%[76.3 µM]
CC(=O)Oc1ccc2c(=O)oc(-c3ccc([N+](=O)[O-])cc3)nc2c1,1%
COc1ccc(C(=O)NC2CC(C)(C)NC(C)(C)C2)cc1OC,-13%[76.3 µM]
CCOC(=O)N1CCc2c(sc3c2c(=O)n(Cc2ccccc2)c(=O)n3Cc2cccc(Cl)c2)C1,-21%[76.3 µM]
CCC(=O)N1CCc2cc(Br)cc(S(=O)(=O)CCC(=O)NCCc3ccccc3Cl)c21,-7%[76.3 µM]
O=C(COC(=O)c1ccc(N2CCCC2=O)cc1)c1ccccc1,-4%
Cc1ccc(Nc2nc(N3CCOCC3)nc(N3CCOCC3)n2)cc1C,-5%[76.3 µM]
Cc1nc2c3ccccc3nc(NNC(=O)CCC(=O)O)n2n1,-10%[76.3 µM]
CC(C)N(Cc1ccccc1)C(=O)CC(=O)N(Cc1ccccc1)C(C)C,-14%[76.3 µM]

# Part of the list above, reformatted:
GAA glycogen mod,Compound
-13%[76.3 µM],COc1ccc(C(=O)NC2CC(C)(C)NC(C)(C)C2)cc1OC
-21%[76.3 µM],CCOC(=O)N1CCc2c(sc3c2c(=O)n(Cc2ccccc2)c(=O)n3Cc2cccc(Cl)c2)C1
-7%[76.3 µM],CCC(=O)N1CCc2cc(Br)cc(S(=O)(=O)CCC(=O)NCCc3ccccc3Cl)c21
-4%,O=C(COC(=O)c1ccc(N2CCCC2=O)cc1)c1ccccc1

# (more compounds)
SMILES,GAA glycogen mod
O=C(O)c1cccc(C(=O)O)c1Br,7%[76.3 µM]
CCc1ccc(NC(=O)Cn2c(=O)n(-c3ccccc3)c(=O)c3ccc(C(=O)NCc4ccc5c(c4)OCO5)cc32)cc1,-3%[76.3 µM]
CCC(C)(C)NC(=O)CN(C(=O)CCC(=O)Nc1nccs1)c1ccc2c(c1)OCO2,-3%
O=c1[nH]c(/C=C\c2ccc(O)cc2)nc(O)c1[N+](=O)[O-],-10%[76.3 µM]
COc1ccc(NS(=O)(=O)c2cccc(C(=O)NC3CCN(Cc4ccccc4)CC3)c2)cc1,-3%[76.3 µM]
O=C(COC(=O)c1nc(Cl)ccc1Cl)NC(=O)c1ccccc1,2%[76.3 µM]
Cn1nnnc1SCCNCc1cc(Br)ccc1OCc1ccccc1Cl,-5%[76.3 µM]
COc1ccccc1C(=O)Nc1ccc(S(=O)(=O)Nc2nc(C)cc(C)n2)cc1,17%[76.3 µM]
O=C(NNC(=O)c1ccccc1F)c1ccco1,-6%
O=C(CSc1ncc(S(=O)(=O)c2ccc(Br)cc2)c(=O)[nH]1)Nc1ccc2c(c1)OCCO2,-1%[76.3 µM]
CSc1nc2ccc(NC(=O)c3ccc(=O)[nH]c3)cc2s1,14%
COc1ccccc1C(=O)Nc1ccc2c(c1)CCCN2C(=O)c1cccs1,-7%[76.3 µM]
Cc1ccc(S(=O)(=O)N2CCCC2)s1,5%[76.3 µM]
CCN1CCN(C(c2cccs2)C(C)NC(=O)C(=O)N2CCCCC2)CC1 (stereo not given),4%[76.3 µM]
Cc1cc2oc(C(=O)N(Cc3ccco3)Cc3ccccc3Cl)c(C)c2cc1C,5%[76.3 µM]
C=CCn1c(C)nc2c(cnn2-c2ccccc2)c1=O,-1%[76.3 µM]
CCCCNC(=O)c1ccccc1NC(=O)C1=C(C)OCCS1,4%
CN(C)c1cccc(C(=O)N2CCC(n3nccc3NC(=O)C3CCOC3)CC2)c1 (stereo not given),0%[76.3 µM]
COc1ccc(CNCC(=O)Nc2cc(OC)cc(OC)c2)cc1,-1%
O=C(NNC(=O)C12CC3CC(CC(O)(C3)C1)C2)c1csc(N2CCOCC2)n1,-3%[76.3 µM]
Nc1ncnc(N)c1N=Nc1ccccc1,2%[76.3 µM]
Cn1nc(C(=O)NCc2ccccc2)cc1C(=O)NCc1ccccc1,-9%[76.3 µM]
COc1ccc(CCNC(=O)CC(=O)NCCc2ccc(OC)cc2)cc1,-19%
O=C(Nc1cccc(C(=O)O)c1)Nc1ccc2c(c1)OCO2,3%[76.3 µM]
CCOc1ccc(CCNC(=O)c2nnn(CC(=O)Nc3ccc(C)cc3)c2N)cc1OCC,-20%[76.3 µM]
CN(c1cccc(NC(=O)c2ccc(Cl)c(S(=O)(=O)N3CCOCC3)c2)c1)S(C)(=O)=O,-1%[76.3 µM]
COc1cc(Nc2nc3ccccc3nc2NS(=O)(=O)c2ccc([N+](=O)[O-])cc2)cc(OC)c1OC,-3%[76.3 µM]
COc1ccccc1Oc1ccc2c(c1)C(=O)N(CC(=O)O)C2=O,0%
CN(C)CCN(C(=O)CCS(=O)(=O)c1ccccc1)c1nc2c(F)cccc2s1,-3%[76.3 µM]
COc1ccccc1C(=O)NNC(=O)C(=O)NC1CCCCC1,-2%[76.3 µM]
CN(C)c1ccc(/C=C(/NC(=O)c2ccccc2)C(=O)N2CCCC2)cc1,-10%
Cc1ccc2oc(C(=O)Nc3nc(-c4ccc(F)cc4)ns3)c(C)c2c1,20%[76.3 µM]
CNc1oc(-c2ccccc2)nc1S(=O)(=O)c1ccc(C)cc1,-2%[76.3 µM]
N#CCC(=O)N/N=C\c1cc(Br)ccc1OC/C=C/c1ccccc1,-10%[76.3 µM]
O=C(NCc1ccccc1)NC(=O)c1ccccc1F,0%[76.3 µM]
CC(=O)c1cccc(NC(=O)CCCCCn2nnc3ccccc3c2=O)c1,4%
CCOc1ccccc1-c1nc(CN2CCC(C(=O)N3CCOCC3)CC2)c(C)o1,-18%[76.3 µM]
CCOc1ccc(OCCC(=O)OCC(=O)Nc2ccc(N3CCOCC3)cc2)cc1,-12%[76.3 µM]
COc1ccc(Nc2nnc(-c3ccc(C)c(S(=O)(=O)NCCO)c3)c3ccccc23)cc1C(N)=O,-1%[76.3 µM]
CN(Cc1c(C(=O)N/N=C/c2ccc(F)cc2)nnn1-c1nonc1N)C1CCCCC1,-1%[76.3 µM]
CC(=O)Nc1ccc(Nc2ccc([N+](=O)[O-])cn2)cc1,7%[76.3 µM]
CC1CCc2nc3ccc(S(=O)(=O)N4CCC(C(=O)NCc5ccccc5Cl)CC4)cc3c(C(=O)O)c2C1 (stereo not given),9%&-27%[76.3 µM]
O=C(NCC1CCCO1)c1ccc(N2CCCCC2)c([N+](=O)[O-])c1 (stereo not given),-6%[76.3 µM]
Cc1nnc(SCC(=O)Nc2nccs2)o1,-16%[76.3 µM]
Cc1cc(C)c(OCC(=O)N(Cc2cccs2)C2CCS(=O)(=O)C2)c(C)c1 (stereo not given),-4%
CCCCN(C(=O)CCC(=O)Nc1cc(C)on1)C(C(=O)NC(C)(C)C)c1ccccc1Cl (stereo not given),-22%
CCCCn1cc(S(=O)(=O)c2ccc(OC)cc2)c(=O)c2cc(F)c(F)cc21,7%[76.3 µM]
CCc1cccc(C)c1Nc1c(-c2ccccc2)nc2sccn12,?
COCc1cc(C)nc(SCc2ccccc2)c1C#N,-1%[76.3 µM]
O=C(COc1ccccc1Cl)NCCNC(=O)c1cnccn1,-3%
# Next part.
SMILES,GAA glycogen mod
Cc1ccc(CNC(=O)C2CCCN(c3nc4c(C)cc(C)cc4s3)C2)cc1 (stereo not given),0%[76.3 µM]
COC(=O)c1cccc(N(CC(=O)NC2CCCCC2)C(=O)CNC(=O)c2cccs2)c1,1%[76.3 µM]
CCOC(=O)c1cc2c(=O)n3ccccc3nc2n(CC2CCCO2)c1=NC(=O)c1ccc(OC)cc1OC (stereo not given),10%[76.3 µM]
COC(=O)c1ccc([C@H]2Nc3ccc(S(=O)(=O)Nc4ccc(F)cc4)cc3[C@H]3C=CC[C@H]32)cc1,1%[76.3 µM]
CCOc1ccc(CCNC(=O)Cn2c(-c3cccs3)cc3cc(F)ccc32)cc1OCC,3%[76.3 µM]
CN(C(=O)CN1C(=O)S/C(=C\c2ccc(F)cc2)C1=O)C1CCS(=O)(=O)C1 (stereo not given),0%[76.3 µM]
COc1cc(NC(=O)COc2cc(C)cc3oc(=O)c(C)c(C)c23)cc(OC)c1OC,-2%[76.3 µM]
O=C(NCc1ccccn1)Nc1cc(Cl)ccc1Cl,2%[76.3 µM]
Cc1ccc(F)cc1NC(=O)CCSc1nc(-c2ccco2)cc(C(F)(F)F)n1,-2%[76.3 µM]
CN(Cc1ccccc1)C(=O)C1CCN(S(=O)(=O)c2cccc3nonc23)CC1,-3%
CCSc1nnc(-c2c[nH]c3ccccc23)o1,3%
Cc1cc(NC(=O)c2cc(-c3ccc(OC(C)C)cc3)nc3ccccc23)no1,-2%
Cc1ccc(NC(=O)C2CCCN2C(=O)OCc2ccccc2)cc1F (stereo not given),-3%[76.3 µM]
CN(C)S(=O)(=O)c1cccc(COc2ccccc2C(=O)Nc2ccccc2)c1,1%[76.3 µM]
O=C(CCN1C(=O)/C(=C/c2ccc(F)cc2)SC1=S)Nc1cc([N+](=O)[O-])ccc1O,1%
COc1cc(C(=O)Nc2ccc(OCc3cc(=O)n4cc(C)sc4n3)cc2)cc(OC)c1OC,4%[76.3 µM]
CCOc1ccc(N2CC(C(=O)Nc3ccc(S(=O)(=O)N4CCCC4)cc3)CC2=O)cc1 (stereo not given),-6%

# These rows are one share of the data. The share of hits here may be higher or lower than overall.
